Mtb RmlCD inh: M. tuberculosis RmlC/RmlD coupled enzyme inhibitors, primary screen, biochemical, compound mixtures, 384-well, from 1536-well plates; 160,000 tested, 0.03% active; inhibition, % at 3.6 µM; AID 1533, 2009; dTDP-4-dehydrorhamnose reductase (Mycobacterium tuberculosis (strain ATCC 25618 / H37Rv)) …; RmlC+RmlD coupled enzyme assay, percent inhibition; primary screen in compound mixtures; in the data active means inhibition mostly above about 34%, no sharp cut-off; further: some results filed as inactive read as strong as hits
Target sequence (P9WH09 whole entry, looked up): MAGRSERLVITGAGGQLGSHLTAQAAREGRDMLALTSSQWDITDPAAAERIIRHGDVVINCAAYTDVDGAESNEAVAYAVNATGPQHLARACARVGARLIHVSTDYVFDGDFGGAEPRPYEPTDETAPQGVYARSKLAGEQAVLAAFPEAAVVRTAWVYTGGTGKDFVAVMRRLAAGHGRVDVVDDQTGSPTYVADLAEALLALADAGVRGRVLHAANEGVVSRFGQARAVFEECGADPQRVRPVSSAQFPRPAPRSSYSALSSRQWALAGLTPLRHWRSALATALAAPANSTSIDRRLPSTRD
Target sequence (P9WH11 whole entry, looked up): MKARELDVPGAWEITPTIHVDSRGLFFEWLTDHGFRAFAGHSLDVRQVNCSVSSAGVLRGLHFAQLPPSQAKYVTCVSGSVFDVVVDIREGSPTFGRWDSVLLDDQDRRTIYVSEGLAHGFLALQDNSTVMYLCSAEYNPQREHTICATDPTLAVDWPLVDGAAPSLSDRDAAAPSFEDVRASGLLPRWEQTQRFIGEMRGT
GlmU inhibition: inhibition of mycobacterial GlmU enzyme – biochemical, glucosamine-1-phosphate acetyltransferase (AID 1376). M. tuberculosis GlmU acetyltransferase enzyme assay; higher % means a stronger effect. Bifunctional protein GlmU (Mycobacterium tuberculosis (strain ATCC 25618 / H37Rv)). 220,000 tested, 0.25% active. inhibition, %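 (tested at 30 µM in the primary screen)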, or IC50 in µM where a hit was titrated; in the data active means inhibition above about 13%;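 further: 0% = complete reaction with vehicle and 100% = reaction without substrate; strong numbers were not always called active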
Active calls of the source: *; . = no result given. This is a subset; count on the stated rates, not on these rows.

molecule	Mtb RmlCD inh	GlmU inhibition
Cn1cccc1C(=O)NC(=O)COC(=O)CNS(=O)(=O)c1ccc(Br)cc1	10	2.7%
COc1ccc(C(=O)NC(=S)Nc2ccc(S(=O)(=O)Nc3cc(C)on3)cc2)cc1OC	3	-5.9%
COC(=O)C1=C(Nc2ccc(C)cc2)C=C(C)C(C(=O)OC)C1c1ccc(F)cc1 (configuration not stated)	-12	9.4%
CCOc1cc(S(=O)(=O)NC2CCCCC2)ccc1F	.	1.5%
CCn1c(SCC(=O)NC2CCS(=O)(=O)C2)nnc1-c1ccccc1 (configuration not stated)	7	-1.9%
CSc1ncccc1C(=O)N1CCCC(C(=O)c2ccc3ccccc3c2)C1 (configuration not stated)	-3	2.0%
CN(C(=O)c1ccc2c(c1)SC1=NS(=O)(=O)CCN12)C(c1ccccc1)c1ccccc1	-8	1.6%
COC(=O)c1ccc(/C=C/C(=O)c2cccc(OC)c2)cc1	-6	-3.0%
CC1(C)OC2C(CO)OC(n3cnc4c(=S)nc[nH]c43)C2O1 (configuration not stated)	.	5.0%
On1c(-c2ccc(Cl)cc2)nc2ccccc21	-12	8.4%

Six compounds out of the list, sorted by number of heavy atoms, largest number first.
molecule	Mtb RmlCD inh	GlmU inhibition
COc1ccc(C(=O)NC(=S)Nc2ccc(S(=O)(=O)Nc3cc(C)on3)cc2)cc1OC	3	-5.9%
Cn1cccc1C(=O)NC(=O)COC(=O)CNS(=O)(=O)c1ccc(Br)cc1	10	2.7%
CCn1c(SCC(=O)NC2CCS(=O)(=O)C2)nnc1-c1ccccc1 (configuration not stated)	7	-1.9%
COC(=O)c1ccc(/C=C/C(=O)c2cccc(OC)c2)cc1	-6	-3.0%
CCOc1cc(S(=O)(=O)NC2CCCCC2)ccc1F	.	1.5%
On1c(-c2ccc(Cl)cc2)nc2ccccc21	-12	8.4%

Next section.
molecule	Mtb RmlCD inh	GlmU inhibition
C/C(=N\NC(=S)Nc1ccc(C(C)C)cc1)c1ccc2c(c1)OCO2	17	2.1%
CCNS(=O)(=O)c1ccc(CCC(=O)NC2CCCC2)cc1	26	-3.6%
Nc1ccc2c(c1)OCCOCCOCCOCCOCCO2	-12	2.5%
CC(=O)Nc1ccc(S(=O)(=O)N2CCN(CC(=O)N3CCOCC3)CC2)cc1	-3	-3.0%
Cc1cccc(OCc2nc(C#N)c(NCCN(C)C)o2)c1	6	.
Nc1cc(-c2nn[nH]n2)ccc1F	-2	4.5%
Cc1cccc(OCC(=O)NCC(=O)N/N=C/c2cccs2)c1	.	12%
CCOC(=O)c1cccc(NC(=O)CSc2nnc(-c3ccoc3C)n2CC)c1	-6	-4.6%
CCC1CCCCN1CCCNC(=O)CC1Oc2ccc(C)cc2NC1=O (configuration not stated)	5	2.9%
COC(=O)Cn1c(CCC(=O)O)ccc1-c1ccccc1	6	4.1%
COc1ccc(C(=O)N2CCN=C2SC)cc1	.	1.6%
COc1cc(C(=O)NNC(=O)c2ccoc2C)cc(OC)c1OC	2	-3.7%
c1cc(CNCC2CCCO2)ccn1 (configuration not stated)	4	8.1%
Cc1cccc(NC2SC(=O)N(c3ccccc3)C2=O)c1 (configuration not stated)	-5	2.3%
CC(=O)Nc1nc2nc(-c3ccccc3)cc(-c3ccccc3)n2n1	.	0.3%
COc1c2ccoc2c(OC[C@@H](O)C(C)(C)O)c2oc(=O)ccc12	.	1.1%
CCNc1nc(N2CCCCC2)nc(-n2nnc(C(=O)OCC)c2C)n1	-9	14%*
OCCC1CN(Cc2cc3c(cc2Cl)OCO3)CCN1Cc1ccccc1 (configuration not stated)	-9	-0.4%
COC(=O)C(C)(C)ONC(=O)Nc1ccc([N+](=O)[O-])cc1	3	4.3%
CCOC(=O)CSc1nc2cc3c(cc2cc1CC)OCCO3	.	1.3%
CC(C)(C)c1ccc(OCC(O)CNC(=O)c2ccccc2C(=O)O)cc1 (configuration not stated)	.	0.2%
O=C(O/N=C\c1ccc(N2CCCCC2)c([N+](=O)[O-])c1)c1ccc(Cl)cc1Cl	-3	.
CCCSc1nc2c(c(=O)n1CC)SC(C)C2 (configuration not stated)	6	.
CC(C)C(OC(=O)c1cccs1)C(=O)NCc1ccco1 (configuration not stated)	.	7.6%
CSCCC(NC(=O)c1ccc(Cl)cc1)C(=O)NC(C)(C)C (configuration not stated)	.	0.7%
C=CCN(CC=C)S(=O)(=O)c1ccc(NC(=S)NC(=O)c2ccco2)cc1	3	1.0%
Cc1ccc(C(=O)COC(=O)c2ccncc2)cc1[N+](=O)[O-]	4	0.5%
CCOC(=O)CSc1ncc(-c2ccccc2)cn1	-12	-0.7%
COc1cccc(OCc2nnc(SCC(=O)OCc3ccccc3)o2)c1	-1	1.9%
CC(C)(C)OC(=O)NCc1ccc(NC(=O)c2nc[nH]c2C(=O)N[C@@H](Cc2ccccc2)C(=O)OCc2ccccc2)cc1	6	7.2%
Cc1ccc(-n2c(O)c(C=NCCN(C)C)c(=O)[nH]c2=O)cc1	.	4.6%
O=C(Nc1ccc(Cl)cc1C(=O)c1ccccc1)c1ccco1	.	-3.7%
COc1ccc(C(=O)Nc2ccccc2C(=O)NC(Cc2ccc(O)cc2)C(=O)NNC(=O)c2ccccc2)cc1 (configuration not stated)	-7	5.0%
S=c1[nH]nc(-c2cccnc2)n1/N=C/C=C/c1ccco1	-12	7.5%
COc1ccc(/C=N/Nc2nc(N3CCCC3)nc(N3CCCC3)n2)cc1O	0	2.3%
Cc1cc(Cl)ccc1NC(=S)NCc1cccs1	14	4.0%
Cc1ccc(C23CC4CC(CC(CC(=O)N5CCOCC5)(C4)C2)C3)cc1	-4	1.1%
CCOC(=O)C1CCN(S(=O)(=O)c2ccc(C(C)(C)C)cc2)CC1	6	-2.8%
Cc1csc(NC(C)c2nc3cc(C(F)(F)F)ccc3n2CCOCCO)n1 (configuration not stated)	.	-1.5%
CC(=O)c1ccc(N2CCC(C)CC2)c(F)c1	5	5.2%
CCN1C(=O)CC(c2ccco2)Sc2ccccc21 (configuration not stated)	.	-1.3%
Cc1nc(SCC(=O)O)c(C#N)c(C)c1CC(=O)c1ccccc1	4	1.8%
COc1cc(OC)c(C(=O)N2CCCC2)cc1OC	.	2.5%
C=CCN=C(NC#N)SCc1ccccc1	.	2.5%
CCn1c(SCC(=O)N2CCN(c3ccccc3)CC2)nnc1-c1c[nH]c2ccccc12	5	3.0%
N#Cc1ccc(-c2ccc(OCC(=O)NCC(=O)Nc3ccc(F)c(F)c3F)cc2)cc1	6	2.0%
CSc1ccccc1NC(=O)c1ccccc1N(C)S(C)(=O)=O	-3	-4.3%
Cc1ccc(OCC(=O)N2CC3(C)CC2CC(C)(C)C3)cc1 (configuration not stated)	.	5.4%
CC(C)Oc1ccc(C2C(C(=O)c3ccco3)=C(O)C(=O)N2Cc2cccnc2)cc1 (configuration not stated)	7	3.4%
COc1ccc(NC(=O)Nc2ccccn2)cc1OC	1	5.3%

The list goes on:
molecule	Mtb RmlCD inh	GlmU inhibition
COCc1nnc(NC(=O)CS(=O)(=O)Cc2ccccc2)s1	.	5.8%
O/N=C/c1ccccc1Oc1ccccc1	-9	-2.5%
COc1ccc(N2CCN(C3CC(=O)N(Cc4ccc(N5CCCC5=O)cc4)C3=O)CC2)cc1 (configuration not stated)	-1	-3.4%
Fc1ccc(-c2csc3ncnc(Nc4ccc(N5CCOCC5)cc4)c23)cc1	.	-2.0%
Cc1cccc(-n2nc([N+](=O)[O-])c(N3CCN(C(=O)c4ccco4)CC3)[n+]2[O-])c1	11	-4.1%
CC(=O)/C(=N/Nc1ccccc1)Sc1nnc(C(O)c2ccccc2)n1-c1ccccc1 (configuration not stated)	-13	-0.6%
Cc1cc(=O)n2c3ccccc3n(CC(O)CN3CCCCC3)c2c1C#N (configuration not stated)	10	-4.6%
c1ccc(CSc2ccc(-c3cccs3)nn2)cc1	-8	-2.5%
CC1CCN(C(=O)c2cc(-c3ccccc3O)on2)CC1	-2	-5.4%
Cc1ccc(Sc2ccc(/C=C3/C(=O)NN(c4ccccc4)C3=O)o2)cc1	.	4.6%
O=C(NCc1ccco1)c1ccc(Cl)c(S(=O)(=O)N2CCOCC2)c1	-17	-2.0%
Cc1ccc2nc(/C(C#N)=C\c3ccc(N4CCOCC4)o3)[nH]c2c1	.	0.8%
CCCCOc1cc(=O)[nH]c(=O)[nH]1	-4	7.1%
CN(C)CCCNC(=O)C(=O)NCC1CCCO1 (configuration not stated)	-10	-2.8%
COc1ccc(N2C(=O)C(F)(F)C2c2ccccc2F)cc1 (configuration not stated)	1	-4.2%
Fc1ccc(Oc2cnns2)cc1	-1	-3.1%
CC(C)c1ccc2[nH]c(O)c(N=NC(=O)c3cccc(S(=O)(=O)Nc4cccc(Cl)c4)c3)c2c1	4	-3.2%
CCOC(=O)C1(O)CC(C)=NN1C(=O)c1cccc(Br)c1 (configuration not stated)	5	-3.8%
CN(C)S(=O)(=O)c1ccc(C(=O)Nc2cccc(S(=O)(=O)NC3=NCCC3)c2)cc1	4	.
COCCNC(=O)C1=NOC(Cn2cc(C#N)c(=O)n(C)c2=O)C1 (configuration not stated)	5	-0.7%
O=C(CN1c2ccccc2Sc2ccccc21)NNC(=O)Nc1ccc(Cl)c(Cl)c1	1	0.0%
CCOc1ccc(C(=O)Nc2cccc3nsnc23)cc1[N+](=O)[O-]	34	-2.3%
CCOC(=O)N1CCN(C(=O)CCS(=O)(=O)c2ccc(Br)s2)CC1	.	3.0%
COc1ccc(/C=N/N=C2/NC(=O)C(CC(=O)O)S2)cc1OS(=O)(=O)c1ccccc1 (configuration not stated)	2	3.6%
O=C(N/N=C/c1cccs1)c1cccc(NC(=O)c2ccc(Cl)cc2)c1	.	3.4%
Cc1ccccc1-c1nsc(SCC(=O)NCc2ccc3c(c2)OCO3)n1	-2	-2.4%
CCN(CC)C(=O)Oc1ccc2c(=O)c(-c3ccc(OC)cc3)c(C)oc2c1	-2	4.5%
NC(=S)NN=C1C2CC3CC(C2)CC1C3	-1	0.5%
Cc1c(C(=O)N/N=C/c2ccc(N(C)C)cc2)[nH]c2ccc(Cl)cc12	5	2.4%
N#CCN1CCN(c2ccc(C(F)(F)F)cc2)CC1	-7	7.3%
CCOC(=O)c1cc(S(=O)(=O)N2CCN(C(=O)OCC)CC2)cn1C	.	-1.7%
CCOC(=O)c1c(NC(=S)NC)sc2c1CC(C)(C)SC2	9	-8.0%
CC(=O)N=c1c(C#N)cc2c(=O)n3cccc(C)c3nc2n1Cc1ccco1	-10	1.4%
COc1cccc(C2NC(=O)NC(C)=C2C(=O)Nc2cc(OC)ccc2OC)c1 (configuration not stated)	.	2.2%
Cc1noc(C)c1CSc1nc2ccccc2c(=O)n1-c1ccccc1	.	0.7%
N#CCn1c(CCl)nc2ccccc2c1=O	-8	-0.9%
COc1ccccc1-c1cc(C(=O)N2CCN(c3ccccc3OC)CC2)no1	11	-1.4%
Cc1ccc(NC(=O)c2nc[nH]c2C(=O)N2CCCCC2)c(C(=O)c2ccccc2)c1	13	2.0%
COc1ccc(C2C(C(=O)N3CCOCC3)=C(C)NC3=C2C(=O)CC(C)(C)C3)c(OC)c1 (configuration not stated)	-3	.
Cc1ccc(N(CC(=O)N2CCc3ccccc32)S(=O)(=O)c2cccs2)cc1	-9	0.9%
O=C1/C(=C\c2ccco2)NC(=S)N1c1ccccc1	.	5.4%
Cc1cc([N+](=O)[O-])nn1CCCC(=O)NC1CCCCC1	-14	-0.1%
Fc1ccc(COc2ccc(/C=N/n3cnnc3)cc2)cc1	-10	-5.3%
FC(F)(F)c1ccc(-c2nnc(-c3ccccn3)c(-c3ccccn3)n2)nc1	-7	1.9%
CSc1nc(C)c(CCOCc2ccccc2)c(=O)[nH]1	3	-5.6%
C=C1CC2C3CC[C@@]4(OCOC45COCO5)[C@@]3(C)C(O)CC2[C@@]2(C)CCC(=O)C=C12 (some centres not stated)	26	2.5%
CCn1c(N)c(C(=O)Nc2ccccc2C(=O)OC)sc1=S	.	-0.9%
Cc1cc(=O)[nH]c(SCC(=O)N2CCCc3ccccc32)n1	.	2.5%
O=c1cc(-c2ccc([N+](=O)[O-])cc2)c2cc3c(cc2[nH]1)OCCO3	-9	-0.1%
CCOC(=O)c1c(OCC)[nH]c2ccc(O)cc12	.	0.9%

Taken from above:
`Cc1cc(=O)[nH]c(SCC(=O)N2CCCc3ccccc32)n1` in GlmU inhibition = 2.5%
`Fc1ccc(COc2ccc(/C=N/n3cnnc3)cc2)cc1` in GlmU inhibition = -5.3%
`CCn1c(N)c(C(=O)Nc2ccccc2C(=O)OC)sc1=S` in GlmU inhibition = -0.9%
`FC(F)(F)c1ccc(-c2nnc(-c3ccccn3)c(-c3ccccn3)n2)nc1` in GlmU inhibition = 1.9%

Source: PubChem BioAssay (several laboratories)
